# Source: PubChem BioAssay (several laboratories)
# NS3 helicase inh – inhibitors of HCV NS3 helicase, primary screen, biochemical, Cy5 molecular beacon fluorescence | inhibition, % at 10.9 µM | Hepatitis C virus NS3 helicase | 0.56% of 290,000 active | NS3 helicase DNA unwinding;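 active = inhibition above the mean of all tested compounds plus 3 SD, set per campaign, cut at about 35% in these data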;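 also: 0% = DMSO wells and 100% = thioflavine S control wells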
#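 Assay system – hepatitis C virus NS3 helicase domain fragment enzyme · Buffer or medium – MOPS pH 6.5, MgCl2, DTT, Tween20, BSA · Reagent – Cy5/quencher beacon DNA duplex and ATP to start · Compound – single 10.9 µM dose · Timing – 1 h at 25 °C · Technique – Cy5 beacon fluorescence read at start and 1 h · Measure – % inhibition of unwinding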
# DNA FID counter – compounds displacing fluorescent DNA intercalator, primary screen, artefact control for HCV NS3 helicase inhibitor project, biochemical, FID fluorescence; DNA fluorescent intercalator displacement; 0.17% of 290,000 active; inhibition, % at 7.9 µM; AID 1845, 2009; in the data active = inhibition above about 37%;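 also: 0% = vehicle and 100% = reference compound; higher means more ethidium bromide displaced from hairpin DNA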
# V1R ag counter – agonists of human V1a receptor, primary screen, counter-screen for OXTR agonist project, fluorescence, CHO-V1R cells; Vasopressin V1a receptor (Homo sapiens), P37288; Fluo-8 calcium fluorescence, agonist mode; 0% DMSO, 100% 3 nM vasopressin; activation, % at 3 µM; 0.25% of 320,000 active; AID 2797, 2010;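 active = activation above the mean activation of all tested compounds plus 3 SD, per screening run, cut at about 20% in these data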;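 also: signal is peak over basal fluorescence ratio across a 100 second FLIPR read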
# Target sequence (P37288 whole entry, looked up): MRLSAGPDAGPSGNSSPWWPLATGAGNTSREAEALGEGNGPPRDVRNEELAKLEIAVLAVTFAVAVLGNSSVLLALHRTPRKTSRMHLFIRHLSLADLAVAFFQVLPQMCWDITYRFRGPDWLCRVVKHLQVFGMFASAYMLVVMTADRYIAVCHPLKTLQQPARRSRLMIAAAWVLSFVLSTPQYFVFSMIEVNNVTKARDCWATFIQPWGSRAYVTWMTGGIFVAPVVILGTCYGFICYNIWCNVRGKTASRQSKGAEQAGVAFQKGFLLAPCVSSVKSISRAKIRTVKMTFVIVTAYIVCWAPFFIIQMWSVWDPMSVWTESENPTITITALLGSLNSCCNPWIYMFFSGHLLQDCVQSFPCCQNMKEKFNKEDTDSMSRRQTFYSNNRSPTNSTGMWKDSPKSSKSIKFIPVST
# GPR7 antagonist – GPR7 receptor antagonists, primary screen, cell-based, fluorescence, single concentration; Neuropeptides B/W receptor type 1 (Homo sapiens), P48145; GPR7-expressing cells, fluorescence antagonist assay; inhibition, % at 4.4 µM; 1.1% of 290,000 active; AID 1861, 2009; in the data active = inhibition above about 16%, passing the limit was not always enough;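 also: cells stimulated with the agonist NPW; 0% = agonist with vehicle and 100% = vehicle without agonist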
# OXTR ag – human OXTR agonists, primary screen, fluorescence, CHO-OTR cells, Fluo-8 calcium; Fluo-8 calcium fluorescence; normalized: DMSO 0%, oxytocin 100%; activation, % at 3 µM; 0.32% of 320,000 active; Oxytocin receptor (Homo sapiens), P30559; AID 2435, 2010;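 active = activation above the mean of all tested compounds plus 3 SD, cutoff set per screening run, cut at about 20% in these data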;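 also: peak over basal fluorescence ratio from a 100 s FLIPR kinetic read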
# VIM-2 inhibitor – VIM-2 metallo-beta-lactamase inhibitors, primary screen, biochemical, epi-absorbance readout, Pseudomonas aeruginosa enzyme; inhibition, % at 5.6 µM; purified VIM-2, nitrocefin hydrolysis, epi-absorbance fluorescence; 0.89% of 290,000 active;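 active = inhibition above the mean of all tested compounds plus 3 SD, cutoff set per screening run, cut at about 7.5% in these data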;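 also: red hydrolysis product quenches plate fluorescence so inhibitors raise well fluorescence; 0% = enzyme with DMSO and 100% = DMSO without enzyme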
# IMP-1 inhibitor – IMP-1 metallo-beta-lactamase inhibitors, primary screen, biochemical, epi-absorbance readout, Pseudomonas aeruginosa enzyme; AID 1556, 2009; metallo-beta-lactamase IMP-1 (Pseudomonas aeruginosa); inhibition, % at 5.6 µM; 0.45% of 290,000 active; purified IMP-1, nitrocefin hydrolysis, epi-absorbance fluorescence;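 active = inhibition above the mean plus 3 SD of all compounds in the same screening run, cut at about 4.5% in these data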;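 also: 0% = IMP-1 with DMSO and 100% = DMSO wells lacking enzyme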
#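 System: purified recombinant IMP-1 beta-lactamase. Medium: Zinc- and detergent-supplemented HEPES buffer, pH 7.1. Compound: one 5.6 µM dose […]. Schedule: 15 min preincubation plus 25 min reaction at 25 °C. Technique: Epi-absorbance fluorescence, 480 nm excitation, 530 nm emission.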
# GalR3 antagonist – GalR3 antagonists in HEK293 cells, primary screen, cell-based, fluorescence readout; Galanin receptor type 3 (Homo sapiens), O60755; HEK293 GalR3-CNG cAMP membrane potential fluorescence; galR3 body fused to GalR1 C-terminus; inhibition, % at 3 µM; 0.44% of 360,000 active;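 active = inhibition above the screen-wide average plus 3 SD, cut at about 13% in these data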;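 also: forskolin and galanin both at EC90 stimulate the cells; cAMP rise reported by CNG channel membrane potential dye signal; 0% = forskolin plus galanin with DMSO and 100% = forskolin alone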
# Target sequence (O60755 1-299 limits assumed): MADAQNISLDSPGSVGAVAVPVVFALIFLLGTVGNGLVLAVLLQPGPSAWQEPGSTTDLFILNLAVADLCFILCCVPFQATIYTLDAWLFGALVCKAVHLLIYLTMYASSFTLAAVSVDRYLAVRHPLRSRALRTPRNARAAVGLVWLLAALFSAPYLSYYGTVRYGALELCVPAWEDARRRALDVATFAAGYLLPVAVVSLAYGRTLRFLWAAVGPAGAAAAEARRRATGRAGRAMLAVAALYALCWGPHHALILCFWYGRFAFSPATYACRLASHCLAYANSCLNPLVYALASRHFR
# PHOSPHO1 block – PubChem AID 1565; Phosphoethanolamine/phosphocholine phosphatase (Homo sapiens), Q8TCT1; recombinant PHOSPHO1, absorbance phosphatase assay; inhibition, % at 13.3 µM; 1.1% of 290,000 active; in the data active = inhibition above about 60%
# Target sequence (Q8TCT1 whole entry, looked up): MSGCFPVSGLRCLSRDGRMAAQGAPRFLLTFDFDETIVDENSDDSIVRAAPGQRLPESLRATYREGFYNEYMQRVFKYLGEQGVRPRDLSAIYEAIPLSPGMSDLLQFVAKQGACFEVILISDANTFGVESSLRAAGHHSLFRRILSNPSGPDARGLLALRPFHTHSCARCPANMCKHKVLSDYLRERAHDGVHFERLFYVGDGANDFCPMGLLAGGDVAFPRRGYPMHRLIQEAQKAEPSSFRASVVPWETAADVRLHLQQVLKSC
# * hit, by the source's call; / = not tested or not shown. The order is random; 4.3% or so of the library scored in one or more.
nr	Structure	IMP-1 inhibitor	GPR7 antagonist	PHOSPHO1 block	OXTR ag	NS3 helicase inh	GalR3 antagonist	V1R ag counter	VIM-2 inhibitor	DNA FID counter
1	CC(C)(C)C1CCc2c(C(=O)NNC(=O)CCCC(=O)O)csc2C1 (stereo unspecified)	-0.5	-11	-8	1.1	8	-2	-0.1	-2.5	-27
2	O=C(CCc1nc(-c2ccccc2F)no1)NCCN1CCc2ccccc2C1	-1.6	-7	25	0.9	-3	/	1.4	-0.4	4
3	NC(=O)CC[C@@H]1NC(=O)[C@H](CO)NC(=O)c2cc([N+](=O)[O-])cc(I)c2NCCCC[C@@H](C(N)=O)NC(=O)[C@H](Cc2ccc(O)cc2)NC1=O	-3.0	-8	14	-0.9	5	/	0.1	-2.6	-14
4	CCC(C)(C)NC(=O)C1CCCN(S(=O)(=O)c2ccc3c(c2)CC(C)N3C(=O)C2CC2)C1 (stereo unspecified)	-1.2	9	63*	0.6	-6	-5	1.6	-1.0	-45
5	O=C1c2ccccc2C(=O)N1CC(O)CNc1ccc(Br)cc1 (stereo unspecified)	-3.3	-2	2	3.5	-10	2	4.7	-4.7	-3
6	CC(/C=C/c1ccccc1F)=N\NC(=O)c1ccccc1	-4.5	-12	11	-0.5	7	-3	-0.7	-4.0	-5
7	Cc1ccc(S(=O)(=O)N2CCOCC2)cc1C(=O)N1c2ccccc2Sc2ccccc21	-0.5	4	5	-1.6	-12	-1	0.4	-3.8	-25
8	Cc1cc(OCC(=O)Nc2ccncc2)ccc1Cl	-1.5	12	19	12	-9	-6	9.2	-1.4	-4
9	CCc1noc(N)c1C(=O)Nc1ccc(F)c(Cl)c1	-2.4	7	30	-0.6	0	-5	-0.2	-3.6	-4
10	Cc1occc1C(=O)N1CCCC(N2CCN(c3cccc(Cl)c3)CC2)C1 (stereo unspecified)	0.5	-9	5	0.3	-2	-3	0.9	0.7	-42
11	COc1ccccc1N1CCN(C(=O)c2cc(-c3ccc(F)cc3)on2)CC1	-0.2	-12	43	0.0	-21	-7	-0.1	2.4	-19
12	COc1ccc(-n2nnnc2Sc2ccc(S(=O)(=O)N3CCOCC3)cn2)cc1	/	/	85*	0.4	/	-3	-0.2	/	/
13	Cc1ccc2nc(-c3ccncc3)cc(C(=O)N3CCOCC3)c2c1	-2.2	-13	56	1.9	6	/	0.5	-0.9	-15
14	Cc1ccc(C)c(NS(=O)(=O)c2ccc(OCC(=O)NCC3CCCO3)cc2)c1 (stereo unspecified)	-3.5	-8	-8	0.9	2	-4	2.5	-1.9	-24
15	CC1CCN(C(=O)C2CCCN(S(=O)(=O)c3ccc4c(c3)CC(C)N4C(=O)C3CC3)C2)CC1 (stereo unspecified)	-6.1	8	25	-0.1	0	-3	3.2	-1.2	-60
16	CC(Oc1ccc(Cl)cc1Cl)C(=O)Nc1ncccn1 (stereo unspecified)	-3.3	-4	5	-0.1	5	-1	0.7	-1.4	-12
17	Cc1ccc(-c2ccc(C(=O)NCCCNC(=O)c3cnccn3)o2)cc1Cl	-0.4	-2	36	1.8	-2	-4	1.2	1.9	-39
18	COc1ccccc1C(=O)Nc1ccnn1C1CCN(C(=O)c2ccoc2)CC1	-2.1	-10	30	-0.7	3	-1	2.8	-0.8	-16
19	Cc1ccccc1SCc1noc(C(=O)NC(C)C)c1C(=O)O	0.1	-4	59	-0.2	21	-3	-0.4	0.9	-16
20	COc1ccc(-c2cc(C(=O)N3CCc4ccccc4C3)no2)cc1	-3.4	-12	-24	0.6	0	0	0.7	-2.6	-10
21	N/C(=N\OC(=O)c1cc([N+](=O)[O-])ccc1Cl)c1ccccn1	-4.3	-16	20	-0.5	-1	-6	0.3	-2.4	-1
22	COc1cc(C(=O)Nc2nc3ccc(S(C)(=O)=O)cc3s2)cc(OC)c1C	-2.0	-9	46	-2.6	-67	-7	-1.2	-1.2	-12
23	CCOC(=O)c1[nH]c2ccccc2c1NC(=O)CC	4.1	-5	5	-0.5	-6	-5	0.4	1.4	2
24	Cc1ccccc1C(=O)Oc1ccccc1C(=O)N1CCOCC1	-2.4	-20	-1	-0.7	-1	-4	-0.5	-0.5	-11
25	CCOC(=O)N1CCN(Cc2nc(Cc3cccc(F)c3)no2)CC1	-0.8	-5	35	-0.6	-6	-2	-0.8	-0.9	-16
26	Cc1ccc(C2=Nn3c(COc4ccc(Cl)cc4)nnc3SC2CC(=O)O)cc1 (stereo unspecified)	-2.4	-5	23	-1.0	-15	-9	0.0	1.6	-16
27	COc1ccc(C2C(C#N)=C(C)NC(C)=C2C#N)c(OC)c1	-2.4	-20	25	0.0	4	4	1.2	-2.7	0
28	COc1ccc(N2CCN(S(=O)(=O)c3c(C)nc4sccn4c3=O)CC2)cc1	-2.1	-1	-19	0.0	0	/	0.4	-0.8	-16
29	O=C(COc1ccc(/C=N/NS(=O)(=O)c2ccccc2)cc1)Nc1ccccc1	-2.5	2	-17	4.4	-3	-3	0.4	-2.4	-9
30	COc1ccc(CCNC(=O)CN(c2cccc([N+](=O)[O-])c2)S(C)(=O)=O)cc1OC	-3.4	-2	44	-1.1	0	-8	0.3	-3.5	-5
31	Cc1ccsc1/C=N/NC(=O)Cc1cc(=O)[nH][nH]1	-0.8	-23	21	0.3	-15	-3	0.8	0.1	-22
32	COc1ccc(/C=N/NC(=O)c2ccccc2O)cc1Cn1cc(Cl)cn1	-1.3	6	-24	-0.5	3	-4	2.4	0.2	-9
33	CCOC(=O)C(NC(=O)CC)(Nc1sc2c(c1C(=O)OC)CCN(C)C2)C(F)(F)F (stereo unspecified)	-3.3	-14	54	1.7	4	-2	0.5	-2.7	4
34	CCS(=O)CC(=O)Nc1c(-c2ccccc2)oc2ccccc2c1=O (stereo unspecified)	-2.2	-5	12	0.2	-4	-3	1.0	-0.5	-6
35	CCCNc1c(NS(=O)(=O)c2ccc(Cl)s2)c(=O)oc2ccccc12	-2.6	-8	24	-0.2	-6	-8	0.4	-3.3	-11
36	CCS(=O)(=O)c1ccc(C(=O)Nc2cccc(Cl)c2)c(Cl)c1Cl	0.7	-1	28	8.6	-9	-4	11	-1.9	-5
37	Cc1ccc(C(=O)N[C@H](C(=O)Nc2cc(Cl)cc(Cl)c2)C(C)C)cc1	-1.2	9	-1	-0.5	-10	2	0.1	-1.4	-6
38	CCOc1ccc(C(O)Cn2c(=N)n(CCN3CCCCC3)c3ccccc32)cc1 (stereo unspecified)	-0.8	13	8	-0.4	-9	-6	-1.4	1.0	41*
39	CCc1ccc(Nc2nc(N3CCOCC3)nc(N3CCOCC3)n2)cc1	-0.5	-11	22	-2.1	-11	-8	-1.1	0.2	-7
40	Fc1ccc(Nc2nc(-c3cccnc3)cs2)cc1	-4.0	-8	10	-1.7	4	4	-1.2	-1.1	0

# Reprinted at random: 2 compounds from above
nr	Structure	IMP-1 inhibitor	GPR7 antagonist	PHOSPHO1 block	OXTR ag	NS3 helicase inh	GalR3 antagonist	V1R ag counter	VIM-2 inhibitor	DNA FID counter
32	COc1ccc(/C=N/NC(=O)c2ccccc2O)cc1Cn1cc(Cl)cn1	-1.3	6	-24	-0.5	3	-4	2.4	0.2	-9
23	CCOC(=O)c1[nH]c2ccccc2c1NC(=O)CC	4.1	-5	5	-0.5	-6	-5	0.4	1.4	2

# Next results follow:
nr	Structure	IMP-1 inhibitor	GPR7 antagonist	PHOSPHO1 block	OXTR ag	NS3 helicase inh	GalR3 antagonist	V1R ag counter	VIM-2 inhibitor	DNA FID counter
41	Cc1cc(NC(=O)CSCc2ccccc2)no1	0.1	-6	29	0.8	-6	-2	3.3	-2.3	-3
42	CC(C)CC1c2[nH]c3ccccc3c2CCN1CCCn1cccn1 (stereo unspecified)	-1.2	-6	28	-0.1	-4	-7	0.7	-1.1	7
43	CN(C)Cc1c(C(=O)N/N=C/c2cccs2)nnn1-c1nonc1N	-3.1	-2	35	-0.3	6	3	1.0	0.2	0
44	COCCN(CC(=O)NC1CCCCC1)C(=O)CSc1nc2ccccc2o1	-2.5	0	38	-1.0	6	-2	-0.4	-4.2	-4
45	COC(=O)C1CN(C(=O)COc2ccc(C)c(C)c2)c2ccccc2O1 (stereo unspecified)	-1.5	13	15	-1.0	-6	-10	1.6	-3.0	-31
46	CCCCN1CC(=O)N2[C@H](c3ccc(Cl)cc3)[C@@H]3C(=O)N(CC)C(=O)[C@@H]3[C@]2(C)C1=O	0.8	-3	31	-1.0	-2	-2	0.9	-0.2	-13
47	CCOC(=O)N1CCN(c2c(NCC3CCN(Cc4cccc(C)c4)CC3)c(=O)c2=O)CC1	-2.7	-3	6	-0.2	-6	3	0.1	-1.1	5
48	O=c1c2c3c(sc2nc(N2CCNCC2)n1-c1cccc(Cl)c1)CCCCC3	-2.6	7	27	4.9	-59	/	3.1	-1.3	9
49	Cc1cc(N2CCOCC2)ncc1[N+](=O)[O-]	-0.1	-7	8	1.1	16	-2	2.0	0.6	2
50	CC(C)OCCCN(C)C1CCN(S(=O)(=O)c2csc(C(N)=O)c2)CC1	-2.0	-6	34	-0.1	5	-6	0.7	-3.1	-2
51	CCc1ccc2[nH]c(=O)c(C3C(C#N)=C(N)Oc4c3ccc3cccnc43)cc2c1 (stereo unspecified)	-3.1	-12	89*	-1.5	17	-2	-0.5	0.3	-54
52	Cc1ccc(O)c(C2=Nc3ccccc3C2(C)C)c1	-3.6	-1	5	-0.9	-4	4	0.1	-4.1	-4
53	Cc1cc(=O)[nH]c(SCC(=O)c2ccc3c(c2)NC(=O)CO3)n1	-2.3	-4	-5	-0.2	4	15*	1.4	-1.3	-6
54	COC(=O)Cc1c(O)ccn(Cc2ccc(OC)c(OC)c2)c1=O	-3.0	-13	12	0.2	-5	-3	-0.9	-2.3	1
55	COc1cc2c(cc1OC)C(c1ccc(OC)c(OC)c1OC)CC(=O)N2 (stereo unspecified)	-1.6	-15	24	/	-3	-4	/	-1.3	-18
56	O=C(COC(=O)c1ccco1)c1ccc(Cl)cc1	-1.5	-2	30	0.3	-7	0	1.6	-0.1	-3
57	CCOCCCn1c(=NC(C)=O)c(C#N)cc2c(=O)n3ccccc3nc21	-0.1	-2	47	-1.2	18	-2	0.7	1.0	-9
58	CC(O)(CS(=O)(=O)Cc1cccc(C(F)(F)F)c1)C(=O)Nc1cccc(C(F)(F)F)c1 (stereo unspecified)	-2.8	-20	19	2.8	-15	-7	4.1	-2.9	-5
59	CCC(C)N(C(=O)Cn1c(Cl)nc2c1c(=O)n(C)c(=O)n2C)C1CCS(=O)(=O)C1 (stereo unspecified)	-1.8	3	-22	0.5	3	3	0.3	2.1	-5
